Source: PubChem BioAssay
B2AR arrestin ag: agonists recruiting beta-arrestin to human beta2-adrenergic receptor; HTLA Tango cells, beta-arrestin recruitment, luciferase luminescence, 18 h; Potency, µM (doses to about 46.1 µM), for inactives: top-dose activation, hits mostly activators; 44,000 tested, under 10 active; AID 1347077;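 also: potency is read from the fitted curve at half-maximal effect; 0% = DMSO and full agonism = EC100 isoproterenol or metaproterenol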
Target sequence (P07550 whole entry, looked up): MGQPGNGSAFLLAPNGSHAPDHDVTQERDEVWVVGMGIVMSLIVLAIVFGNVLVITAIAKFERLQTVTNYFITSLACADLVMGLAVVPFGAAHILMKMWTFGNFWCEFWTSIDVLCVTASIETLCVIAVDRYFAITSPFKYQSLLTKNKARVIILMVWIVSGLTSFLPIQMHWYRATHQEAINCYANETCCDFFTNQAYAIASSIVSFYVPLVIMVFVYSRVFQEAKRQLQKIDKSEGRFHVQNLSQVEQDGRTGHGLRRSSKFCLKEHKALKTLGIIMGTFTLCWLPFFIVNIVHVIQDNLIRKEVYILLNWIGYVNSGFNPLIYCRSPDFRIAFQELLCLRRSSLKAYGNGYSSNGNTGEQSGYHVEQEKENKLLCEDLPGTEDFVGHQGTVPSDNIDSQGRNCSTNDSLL
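Receptor–beta-arrestin recruitment read by tTA-responsive luciferase: compound titrations (up to 46 µM) incubated 18 h with Tango cells, then luminescent substrate 15 min at room temperature. Concentration-response fits classified by r2, efficacy and activity.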
PTAP-TSG101 blk: TSG101-PTAP interaction inhibition, HIV-1 budding; Q99816; Fluorescence polarization, FITC-PTAP peptide/Tsg101, 20 min; Potency, µM (top dose mostly 115 µM), for inactives: at the highest dose activity change, negative = inhibition, most hits filed as inhibitors; 44,000 tested, under 10 active; also: potency is read from the fitted curve at half-maximal effect; 0% is about no effect
Target sequence (Q99816 whole entry, looked up): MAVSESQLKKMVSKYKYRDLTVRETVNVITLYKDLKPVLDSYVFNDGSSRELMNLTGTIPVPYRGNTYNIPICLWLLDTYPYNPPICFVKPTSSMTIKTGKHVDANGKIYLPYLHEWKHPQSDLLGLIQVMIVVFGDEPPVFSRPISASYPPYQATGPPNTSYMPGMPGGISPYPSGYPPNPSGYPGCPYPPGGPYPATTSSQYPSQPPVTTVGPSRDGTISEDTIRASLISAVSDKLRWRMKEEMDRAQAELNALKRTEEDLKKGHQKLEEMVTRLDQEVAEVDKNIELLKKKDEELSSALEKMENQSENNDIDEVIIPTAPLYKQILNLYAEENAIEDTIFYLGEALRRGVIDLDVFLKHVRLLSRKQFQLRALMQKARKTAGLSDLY
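Fluorescence polarization: Tsg101 binding domain (10 uM final) in 10 mM HEPES pH 7.5, 0.15 M NaCl, 0.01% Tween 20, 3 mM EDTA, 0.1 mM TCEP; compounds pinned; FITC-PTAP peptide 50 nM final; 20 min, r.t.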
p53null 32C kill: kills p53 null cells at the permissive temperature; AID 903; actives 0.62% (n = 55,000); H1299-neo p53 null cells, ATP luminescence, 24 h, 32C; Potency, µM (highest dose often 46.1 µM), inactives show at the top dose activity change, negative = cytotoxicity, actives largely listed as cytotoxic;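 also: potency is read from the fitted curve at half-maximal effect; 0% = DMSO only and -100% = full killing by 100 µM tamoxifen; nearly all actives have a fitted effect of over 55% in size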
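Luminescent ATP readout gave cell viability of p53-null H1299-neo cells after a 24 h compound exposure at the permissive 32C. Titrations ran up to 46 uM, and AC50s were fitted with the standard Hill equation.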
NTMT1 inhibitor: blocks human N-terminal methyltransferase 1 activity. Q9BV86. NTMT1 MTase-Glo SAH luminescence, purified enzyme. Potency, µM (series often up to 114 µM), without a hit: at the highest dose activity change, negative = inhibition, hits mostly inhibitors. actives 2.5% (n = 59,000). AID 1645870;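 also: potency is read from the fitted curve at half-maximal effect; plate controls were DMSO vehicle for no effect and no enzyme for full effect; nearly all actives have a fitted effect of over 65% in size; many of its hits are not listed in these tables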
Target sequence (Q9BV86 whole entry, looked up): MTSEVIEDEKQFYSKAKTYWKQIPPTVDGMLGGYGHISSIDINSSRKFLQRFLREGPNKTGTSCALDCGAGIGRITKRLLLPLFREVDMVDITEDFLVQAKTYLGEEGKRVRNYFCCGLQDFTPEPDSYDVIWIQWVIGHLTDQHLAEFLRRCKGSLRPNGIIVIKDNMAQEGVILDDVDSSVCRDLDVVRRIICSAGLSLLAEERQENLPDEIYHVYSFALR
GALK inhibitor: inhibits human galactokinase; P51570; AID 1347072; 44,000 tested, under 10 active; recombinant GALK, Kinase-Glo ATP luminescence, 1 h; Potency, µM (top dose mostly 57.5 µM), for the others: at the highest dose activity, negative = inhibition, usual class: inhibitors;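 also: plate controls were full GALK reaction for no effect and reaction lacking GALK for full effect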
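Human GALK (5 nM) was incubated with 35 uM ATP and 100 uM galactose in 20 mM HEPES pH 8.0 with MgCl2, NaCl, DTT and BSA for 1 h at room temperature. Remaining ATP was measured by Kinase-Glo Plus luminescence.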
FH mod: Identification of activators of human fumarate hydratase by quantitative high-throughput screening; AID 1347055, 2019; FH coupled MDH/diaphorase resazurin fluorescence, 15 min; actives 0.22% (n = 54,000); Potency, µM (top dose mostly 79.9 µM), inactives show at the highest dose activity change, negative = inhibition, usual class: inhibitors; Fumarate hydratase, mitochondrial (Homo sapiens), P07954; also: potency is read from the fitted curve at half-maximal effect; % is scaled to controls: 0 for no effect and ±100 for the full control effect; the screen sought activators but most active calls are inhibition curves; nearly all actives have a fitted effect of over 45% in size
p53null 39C kill: selectivity test: cytotoxicity in p53 null cells, nonpermissive temperature. H1299 p53-null (neo) cells, 39C, ATPlite viability, 24 h. actives 0.97% (n = 55,000). AID 904. Potency, µM (highest dose often 46.1 µM), for inactives: at the highest dose activity, negative = cell killing, most hits filed as cytotoxic;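 also: potency is read from the fitted curve at half-maximal effect; 0% = DMSO only and -100% = full killing by 100 µM tamoxifen; nearly all actives have a fitted effect of over 50% in size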
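Following overnight plating at 37C (600 cells/well), H1299-neo or H1299-p53A138V cells are dosed up to 46 uM. Incubation lasts 24 hr at 39C before ATP detection.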
Active calls of the source: *; ? = inconclusive; / = not tested or not shown; & = joins results of further samples; [ ] = dose if it differs, or a comment. Calls follow the shape of the dose curve; as a rule, active = well fitted curve in the direction sought with a large enough effect; inconclusive = small, poorly fitted or top-dose-only effect, or another doubt; inactive = no such curve, though single readings can be large; an effect the other way counts as inactive or inconclusive. Not all compounds are listed (hit frequency here may not be typical).

Sequence of screens – B2AR arrestin ag	PTAP-TSG101 blk	p53null 32C kill	NTMT1 inhibitor	GALK inhibitor	FH mod	p53null 39C kill
[1] O=C(Nc1ccc(Cl)c(C(F)(F)F)c1)c1ccc2c(c1)CCN2S(=O)(=O)c1ccccc1
    0%	0%	16%	32%[activator]	-6%	?	-2%
[2] Cc1ccc(O)c(NC(=O)CCS(=O)(=O)c2nc(-c3cccs3)cc(C(F)(F)F)n2)c1
    ?	-11%	18%	-2%	-6%	-18%	32%[activator]
[3] COc1ccc2c(c1)CCc1c(C(=O)Nc3c(C)nn(Cc4ccccc4)c3C)noc1-2
    -1%	-9%	-4%	?	2%	-11%	-10%
[4] Cc1ccc(NC(=O)Cn2cc(C(=O)c3ccco3)c3ccccc32)cc1C
    0%	-3%	15%	1%	3%	-20%	-16%
[5] COc1ccc(C)cc1NC(=O)c1cc(S(=O)(=O)N2CCC(C)CC2)cn1C
    -1%	-2%	-1%	?	-4%	-10%	14%
[6] COc1ccc2cc(-c3nnc(Nc4ccccc4)s3)c(=O)oc2c1
    -2%	3%	-6%	14%	1%	-1%	34%[activator]
[7] COc1ccc(C)cc1NC(=O)c1ccc(NS(=O)(=O)c2c(C)noc2C)cc1
    1%	1%	1%	-1%	7%	-4%	-19%
[8] COc1ccc(OC)c(CNC(=O)CN2N=C(c3ccc(Cl)cc3)CCC2=O)c1
    -1%	0%	3%	?	2%	-9%	-5%
[9] CCOC(=O)C1CCN(c2ncnc3c2nc2n3CCCCC2)CC1
    0%	-8%	-3%	-6%	0%	3%	-6%
[10] CC1CCCN(c2nc(-c3ccccc3O)nc3ccccc23)C1 (stereo unspecified)
    -1%	-5%	-9%	-3%	0%	-5%	8%
[11] O=c1c2ccccc2n2c(-c3cccc(F)c3)nnc2n1Cc1ccccc1
    -3%	-1%	8%	1%	4%	-5%	21%&17%
[12] O=C(NC1CCCC1)c1ccc(CSc2nc3cccnc3n2Cc2ccccc2F)cc1
    1%	-4%	7%	-7%	2%	-16%	-3%
[13] CCc1nn2c(=O)cc(COC(=O)c3cccc(NC(=O)COc4ccccc4F)c3)nc2s1
    1%	-2%	-17%	3%	1%	-7%	-20%
[14] COC(=O)c1c(NC(=O)COc2ccc(C(C)C)cc2)sc2c1CCCC2
    0%	-3%	4%	4%	-21%	-11%	-10%
[15] CCOc1ccc(C2C=C(c3cccc(OC)c3)Nc3nnnn32)cc1 (stereo unspecified)
    1%	1%	-8%	12%	3%	7%	?
[16] CCOC(=O)c1c(C)[nH]c(CCC(=O)NC(C)c2ccccc2)c1C (stereo unspecified)
    -1%	0%	-7%	7%	-1%	-6%	-27%
[17] O=C(Cc1ccc(F)cc1)N1CCC(c2nc3c(nnn3Cc3ccc(Cl)cc3)c(=O)[nH]2)CC1
    0%	-6%	7%	?	-3%	-22%	-11%
[18] COc1cccc(C2C(C(=O)Nc3ccccc3OC)=C(C)Nc3nc(-c4ccco4)nn32)c1 (stereo unspecified)
    -2%	1%	-5%	12%	3%	10%	34%[activator]
[19] Cc1cccc2sc(N(Cc3cccnc3)C(=O)Cc3ccccc3)nc12
    -1%	3%	45%[activator]	0%	-6%	?	42%[activator]
[20] CCOc1ccc(Br)cc1C1C(C(=O)OC)=C(C)NC2=C1C(=O)c1ccccc12 (stereo unspecified)
    -1%	2%	4%	-8%	-1%	?	17%
[21] CCCC(=O)Nc1cccc(-c2cn3cccnc3n2)c1
    0%	-3%	-8%	0%	0%	-14%	-25%
[22] CCOC(=O)CNC(=O)N1CCN(S(=O)(=O)c2ccc3c(ccn3C)c2)CC1
    0%	-1%	0%	-1%	0%	-6%	-1%
[23] CNC(=O)C1CCN(Cc2cc3ccccc3n2Cc2ccccc2C)CC1
    -2%	1%	1%	-6%	1%	-14%	5%
[24] CN1C(=O)C2(SCC(=O)N2c2cccc(C(F)(F)F)c2)c2ccccc21 (stereo unspecified)
    -1%	4%	4%	3%	0%	-14%	27%
[25] CCOC(=O)c1c(-c2ccccc2)oc2ccc(N(C(C)=O)S(=O)(=O)c3ccc(CC)cc3)cc12
    1%	-2%	31%[activator]	-8%	4%	?	62%[activator]
[26] COc1cc(NC(=O)c2ccccc2)ccc1NC(=O)c1cc2ccccc2o1
    0%	1%	-12%	-2%	0%	1%	25%
[27] O=C(NCc1noc2ccccc12)Nc1ccc(F)cc1F
    7%	2%	-3%	-1%	2%	-13%	5%
[28] O=C(Cn1nc(-c2ccccc2)c2c(c1=O)CCCC2)Nc1ccc(F)c(Cl)c1
    -1%	2%	18%	-1%	3%	-36%	-1%
[29] Cc1ccc(CNc2nc(-c3ccco3)nn2S(C)(=O)=O)cc1
    -4%	-1%	-19%	0%	-8%	0%	?
[30] O=C(COCc1cc(-c2ccc3c(c2)OCO3)on1)NCc1ccccc1Cl
    0%	2%	2%	7%	-6%	-7%	-15%
[31] COc1cccc(Cc2nc3ccccc3nc2SCC(=O)N2CCCc3ccccc32)c1
    1%	3%	3%	3%	-1%	-30%	-19%
[32] COCCNS(=O)(=O)c1cc(-c2nn3c(C)nnc3c3ccccc23)ccc1C
    -2%	-9%	2%	-6%	8%	-6%	-19%
[33] CC1C(=O)N2CCCc3cc(S(=O)(=O)N4CCC(C(N)=O)CC4)cc1c32 (stereo unspecified)
    -3%	-3%	-3%	8%	1%	10%	-3%
[34] COc1ccc(NC(=O)c2ccc(-c3nc(CSc4ccccc4)c(C)o3)cc2)c(OC)c1
    -1%	1%	3%	-11%	?	-15%	0%
[35] CCCCCCNC(=O)c1c[nH]c2ccc(S(=O)(=O)N(C)c3ccc(C(C)C)cc3)cc2c1=O
    -1%	-1%	-3%	1%	0%	0%	-6%
[36] CC(NC(=O)c1nn(C)c2c1CSc1ccccc1-2)c1ccccc1 (stereo unspecified)
    -2%	0%	0%	-16%	3%	-9%	-6%
[37] CC(C)CN(c1ccccc1)S(=O)(=O)c1nnc(NC(=O)c2ccco2)s1
    0%	0%	?	13%	2%	-11%	2µM*
[38] O=S(=O)(c1ccc(Cl)cc1)c1nc(-c2cccc(Br)c2)oc1NCc1ccccc1
    0%	12%	4%	-9%	-20%	-13%	18%
[39] Cc1cc(C)c(Nc2ncnc3c2cnn3C)c(C)c1
    -2%	-6%	12%	15%	-1%	-15%	10%
[40] COc1cc(NC(=O)c2nc3ccccc3n(C)c2=O)cc(OC)c1OC
    0%	3%	-13%	-4%	0%	-2%	?
[41] CCOC(=O)c1ccc(N2CCN(c3cc(C)ccc3C)CC2)c(NC(=O)Nc2ccc(CC)cc2)c1
    -1%	1%	-1%	/	-1%	/	-7%
[42] Cn1c(=O)c2c(nc(N3CCOCC3)n2Cc2ccccc2)n(C)c1=O
    -2%	-3%	-4%	-9%	2%	-2%	-2%
[43] COc1ccc(NC(=O)CCS(=O)(=O)c2ccc3nc(C)sc3c2)cc1Cl
    -1%	-10%	-1%	25%	5%	1%	-9%
[44] COc1ccc(NC(=O)CSc2nc(-c3ccc(OC)c(OC)c3)[nH]c2-c2ccc(C)cc2)cc1
    5%	0%	12%	1%	3%	?	-23%
[45] COc1cc(NC(=O)CSc2nc(-c3ccc(C(C)C)cc3)no2)cc(OC)c1
    0%	-1%	-30%	?	1%	-11%	-20%
[46] Cc1cccc(C)c1-n1ncc(C(=O)N2CCN(c3ncccn3)CC2)c1C1CCN(C(=O)OC(C)(C)C)CC1
    0%	-5%	11%	-16%	-9%	1%	6%
[47] COc1ccc(C2CC(=O)N(CC(=O)Nc3cccc(C)c3C)c3ccccc3S2)cc1OC (stereo unspecified)
    0%	0%	8%	-1%	-13%	-5%	-1%
[48] Cc1ccc(Cn2ccnc2SCC(=O)Nc2nnc(C)s2)cc1
    1%	-4%	-9%	?	-2%	-13%	-3%
[49] CCOc1ccc(CNCCCSc2nnnn2C)cc1OC
    -4%	-4%	1%	-2%	-9%	4%	-6%
[50] O=C(O)c1ccc(Nc2nc3ccccc3n3cnnc23)cc1
    0%	-3%	-10%	13µM*	6%	?	-4%
[51] COc1ccccc1CNC(=O)Nc1ccc2c(c1)N(C)C(=O)c1ccccc1S2
    -3%	0%	-1%	-10%	-1%	-18%	11%
[52] CC1CCN(S(=O)(=O)c2ccc3c(c2)c(=O)c(C(=O)NC(C)c2ccccc2)cn3C)CC1 (stereo unspecified)
    1%	-8%	0%	6%	0%	?	-13%
[53] COC(=O)c1c(N)n(-c2ccc(OC)c(OC)c2)c2nc3ccccc3nc12
    -1%	0%	3%	3%	1%	7%	19%
[54] CCOC(=O)c1ccc(NC(=O)CSc2nccn2-c2ccc(OCC)cc2)cc1
    1%	0%	4%	?	2%	-7%	-6%
[55] O=C1c2[nH]nc(-c3ccccc3O)c2C(c2cccc(Br)c2)N1Cc1ccncc1 (stereo unspecified)
    -2%	1%	24%	-21%	6%	-3%	?
[56] Cc1ccc(NC(=O)C(C)Sc2nc(-c3ccccc3)c(C#N)c(=O)[nH]2)c(C)c1 (stereo unspecified)
    -3%	4%	8%	5%	-9%	-12%	17%
[57] Cc1noc(/C=C/c2ccccc2F)c1S(=O)(=O)N1CCC(C(=O)N2CCOc3ccccc32)CC1
    0%	-1%	-5%	6%	2%	-4%	-5%
[58] CCC(=O)Nc1cc(-c2cccc(C)c2)nn1-c1ccccc1
    0%	-10%	-10%	-18%	-1%	-3%	-19%
[59] Cc1ccc(C)c(NC(=O)CCc2nc(-c3ccc(C(C)(C)C)cc3)no2)c1
    0%	2%	?	?	4%	-34%	?
[60] CCOC(=O)c1[nH]c(C)c(C(=O)NCc2ccc(F)cc2)c1C
    1%	-6%	10%	-2%	?	7%	10%
[61] Cc1ccc(S(=O)(=O)Nc2cc3c(cc2C)n(C)c(=O)c(=O)n3C)c(C)c1
    0%	-9%	0%	-7%	1%	-8%	-9%
[62] O=C(Nc1cc(-c2nc3cc(Cl)ccc3o2)ccc1Cl)c1cc([N+](=O)[O-])ccc1N1CCOCC1
    0%	0%	3%	9%	1%	-3%	-8%

Compound profiles, from the list above.
CC(C)CN(c1ccccc1)S(=O)(=O)c1nnc(NC(=O)c2ccco2)s1 across the screens: B2AR arrestin ag: 0%; PTAP-TSG101 blk: 0%; p53null 32C kill: ?; NTMT1 inhibitor: 13%; GALK inhibitor: 2%; FH mod: -11%; p53null 39C kill: 2µM*
CCOc1ccc(CNCCCSc2nnnn2C)cc1OC across the screens: B2AR arrestin ag: -4%; PTAP-TSG101 blk: -4%; p53null 32C kill: 1%; NTMT1 inhibitor: -2%; GALK inhibitor: -9%; FH mod: 4%; p53null 39C kill: -6%
